Screens from PubChem.
mcGAS inh: mouse cGAS inhibition by luminescence; inhibition, % at 12.5 µM; Q8C6L5; recombinant cGAS, Kinase-Glo ATP depletion luminescence; 0.15% of 160,000 active;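 further: 0% = negative control wells and 100% = reference inhibitor with no enzyme activity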
hcGAS lum: human cGAS inhibition; Q8N884; recombinant h-cGAS, ATP depletion, Kinase-Glo luminescence; inhibition, % at 12.5 µM; 0.081% of 290,000 active;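 further: 0% = vehicle reaction and 100% = reaction without DNA for no activity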
Target sequence (Q8N884 whole entry, looked up): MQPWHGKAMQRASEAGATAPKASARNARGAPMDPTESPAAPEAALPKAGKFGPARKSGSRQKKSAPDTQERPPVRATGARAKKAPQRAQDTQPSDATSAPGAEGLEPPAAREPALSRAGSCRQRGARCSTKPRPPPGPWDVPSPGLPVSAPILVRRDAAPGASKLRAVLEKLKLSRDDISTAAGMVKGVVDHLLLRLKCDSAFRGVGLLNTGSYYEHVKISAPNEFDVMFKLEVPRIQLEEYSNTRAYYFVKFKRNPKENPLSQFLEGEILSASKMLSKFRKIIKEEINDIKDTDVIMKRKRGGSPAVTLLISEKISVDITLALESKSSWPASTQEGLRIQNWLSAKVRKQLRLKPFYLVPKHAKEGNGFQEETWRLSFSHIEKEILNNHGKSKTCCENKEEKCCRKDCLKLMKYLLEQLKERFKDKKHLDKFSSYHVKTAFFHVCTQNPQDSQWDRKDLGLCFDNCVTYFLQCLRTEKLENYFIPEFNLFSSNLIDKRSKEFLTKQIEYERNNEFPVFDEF
NPYLR7 agonist: activates Aedes aegypti NPYLR7 receptor. AID 1259423. activation, % at 10 µM. 0.15% of 270,000 active. HEK293T NPYLR7/Galpha15, GCaMP6s calcium fluorescence; in the data active means activation above about 40%;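 further: 0% = vehicle and 100% = reference agonist at the receptor; some compounds past the cut are filed as inactive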
An asterisk follows results filed as active; x = not tested or not shown; & = joins results of further samples. Unless noted, no stated cut-off is given here; in the data, active means inhibition above about 40%; inactive means the rest. Compounds as they come (roughly 0.29% active in at least one column).

SMILES	mcGAS inh	hcGAS lum	NPYLR7 agonist
Cc1nn(C)c(C)c1NC(=O)CNC(c1ccccc1)C1CCCC1 (configuration not stated)	x	-7	-1
O=C1c2ccc(Oc3ccc(Br)cc3)cc2C(=O)N1c1cccc2cccnc12	-8	-4	-5
CCCNC(=O)CN1CCC(Nc2nccn3cnnc23)CC1	-16	-6	5
COc1ccccc1-c1cc(CNCc2ccc(F)cc2)no1	x	-8	27
Cc1nc(-c2cccc(C(F)(F)F)c2)nc(N2CCN(C(=O)Nc3ccccc3F)CC2)c1Cc1ccccc1	-5	-9	x
CC(C)(C(=O)NC1CCN(C(=O)c2ccccc2)CC1)c1ccccc1	x	-8	-1
COC(=O)C1C(=N)Oc2c(oc(CO)cc2=O)C1c1ccccc1 (configuration not stated)	-9	-7	0
Cc1[nH]n2c(=O)cc(C(C)C)nc2c1-c1ccccc1	-5	-10&6	-5&10
NC(=O)CSc1nnc2ccc(-c3ccccn3)nn12	-7	-6	-12
COC(=O)C1C(C)=NC2=C(C(=O)CC(c3ccc(Cl)cc3)C2)C1c1ccccc1OC (configuration not stated)	x	-2	-3
COc1ccc(OC)c(S(=O)(=O)N2CCN(c3cc(S(=O)(=O)NCCCN4CCOCC4)ccc3OC)CC2)c1	-10	1	27
CC(=O)c1c(C)[nH]c(-c2csc(NN3C(=O)C4CC=CCC4C3=O)n2)c1C (configuration not stated)	x	-2	0

By substructure, those above containing sulfur
SMILES	mcGAS inh	hcGAS lum	NPYLR7 agonist
NC(=O)CSc1nnc2ccc(-c3ccccn3)nn12	-7	-6	-12
COc1ccc(OC)c(S(=O)(=O)N2CCN(c3cc(S(=O)(=O)NCCCN4CCOCC4)ccc3OC)CC2)c1	-10	1	27
CC(=O)c1c(C)[nH]c(-c2csc(NN3C(=O)C4CC=CCC4C3=O)n2)c1C (configuration not stated)	x	-2	0

(list continues)
SMILES	mcGAS inh	hcGAS lum	NPYLR7 agonist
CC(C)c1ccc(C2(C)NC(=O)N(CC(C#N)CCC#N)C2=O)cc1 (configuration not stated)	x	-3	6
COc1ccc(CN2CCNC(=O)C2CC(=O)N(C)C2CCCCC2)cc1OC (configuration not stated)	x	4	2
CC(c1ccc(-c2ccc(C(N)=O)cn2)cc1)N1CCCCC1 (configuration not stated)	x	-3	8
CCOCCCn1c(SCc2ccc(OC(F)F)cc2)nc2cc(C(=O)OCC)ccc21	-5	-6	2
CC(=O)N1CCc2cccc(NC(=O)Cc3cnn(C)c3)c21	-16	-4&-7	3&0
Cc1cc(C)c2ccc(C(=O)N3CCC(O)(CN(C)C)C3)nc2c1O (configuration not stated)	x	-1	21
CCc1ccc(C(=O)Nc2ccc(N3CCCC3)c(C(=O)NCc3ccc(F)cc3)c2)cc1	-9	-8	-4
O=C(c1cc2nc(-c3ccc([N+](=O)[O-])cc3)cc(C(F)(F)F)n2n1)N(Cc1ccccc1)c1ccccc1	-4	-4	4
COc1ccc(CN(Cc2nc3cc(C)ccc3o2)C(=O)C2CCC2)cc1	-5	-4	5
O=C(NCCc1ccccc1)C(Br)C(Br)c1ccccc1 (configuration not stated)	15	1	-4
O=C(Cc1ccc(F)cc1)Nc1ccc(N2CCC(Cc3ccccc3)CC2)c(C(=O)NCC2CCCO2)c1 (configuration not stated)	-3	-2	-9
CC(C)c1nnc(CNC(=O)c2cnn(C(C)(C)C)c2)s1	x	-1	-2
Cc1ccc(S(=O)(=O)Nc2cc(O)cc(F)c2)cc1Cl	6	5	7
CN(C)CCN1CN=C(NS(=O)(=O)c2ccccc2)NC1	-4	1	-7
CN(CC(=O)NC(C)(C)C)c1nc2ccccc2o1	-7	-10	12
O=c1[nH]nc(-c2ccco2)n1CCc1ccccc1F	x	-2	10
Cc1ncc(C(=O)N2CCCC(Cn3cc(-c4ccccn4)nn3)C2)[nH]1 (configuration not stated)	x	-3	-1
CCc1ccccc1NC(=O)CN(C)C(=O)CNC(=O)c1ccco1	x	0	6
CS(=O)(=O)Nc1nc2n(n1)C(c1ccccc1)CC(c1ccccc1)=N2 (configuration not stated)	x	0	16
CN1CCN(C)C(CNC(=O)C2CC2c2ccc(Cl)c(Cl)c2)C1 (configuration not stated)	x	-8	-23
COC(=O)c1cccc(N2C(=O)/C(=C/c3ccc(-c4cc(Cl)ccc4Cl)o3)C=C2c2ccccc2)c1	-5	-7	-1
CCCCCCn1c(SCC(=O)c2ccccc2)nc2c1c(=O)n(C)c(=O)n2C	x	-3	25
CC(N)=C(C#N)C(=O)COC(=O)c1ccc([N+](=O)[O-])o1	x	6	0
CCC(COC)NC(=O)c1c(C)noc1-c1cccs1 (configuration not stated)	-8	-6	-1
CCN1CCCN(c2ccc(-c3nc(C)cc(=O)[nH]3)cn2)CC1	x	-12	-20
CCN(CC)S(=O)(=O)c1ccc2c(c1)nc(SCc1cc(OC)ccc1OC)n2C(C)C	1	-1	2
CCCCNC(=O)[C@@H]1CCCC[C@@H]1C(=O)N(C)Cc1ccno1	-7	-13	x
Cc1oc(-c2cc3c(cc2Cl)OCO3)nc1CN1CCCC1c1ccc(F)cc1 (configuration not stated)	-3	-4	-7
COc1ccccc1-n1c(=O)c2ccc(Cl)cc2n(C(C)C(=O)NCc2ccccn2)c1=O (configuration not stated)	-4	-1	3
Cc1nc2cccc(C)n2c(=O)c1NC(=O)CC(c1ccccc1)c1ccccc1	x	-3	-6
CC(C)Cc1nc(-c2cccc(CN3CCN(C(=O)C(C)Oc4ccccc4)CC3)c2)no1 (configuration not stated)	-7	-7	2
O=C(C1CCCN(Cc2nc(COc3ccccc3)no2)C1)N1CCOCC1 (configuration not stated)	-8	3&-3	4&3
CC(C)(C)OC(=O)N(CCN)C1CCCCCC1	x	-8	11
O=S(=O)(c1cc(Br)ccc1Br)N1CCCC1	x	-7	-1
COc1ccc(-c2cccc(NC(=O)Nc3ccccc3)c2)nn1	-10	-6	1
COc1ccc(C(=O)N2CCCC(C(=O)c3ccc(-c4ccccc4)c(F)c3)C2)o1 (configuration not stated)	x	-3	-4

Full records as entered above:
CCCCCCn1c(SCC(=O)c2ccccc2)nc2c1c(=O)n(C)c(=O)n2C across the screens: mcGAS inh: x; hcGAS lum: -3; NPYLR7 agonist: 25
COc1ccc(C(=O)N2CCCC(C(=O)c3ccc(-c4ccccc4)c(F)c3)C2)o1 (configuration not stated) across the screens: mcGAS inh: x; hcGAS lum: -3; NPYLR7 agonist: -4

(further entries)
SMILES	mcGAS inh	hcGAS lum	NPYLR7 agonist
C[C@H]1[C@@H]2[C@@H](O)C([C@H](C)C(=O)NCCN3CCCC3)CC[C@@]2(C)CC[C@@H]1NC(=O)c1ccncc1 (some centres not stated)	-2	0	-14
CN(C)C(=O)CN1CCN(Cc2nccs2)[C@H]2CS(=O)(=O)C[C@H]21	-4	-9	x
CC(=O)O[C@]1(C(C)=O)CC[C@H]2[C@@H]3CCC4=CC(=O)CCC4=C3[C@@H](c3ccc(N(C)C)cc3)C[C@@]21C	-12	-11	7
CCCCc1nc(N2CCCN(C(=O)COCc3ccccc3)CC2)c2c(-c3ccc4ccccc4c3)noc2n1	-3	-3	11
CN(C)c1ccc(P(=O)(OC2CCCCC2)C(O)c2ccccc2)cc1 (configuration not stated)	x	-2	2
O=P1(NN=C2CCCC2)C=C(c2ccccc2)OC(c2ccccc2)=C1	x	-16	3
COC(=O)c1cc(CN2CCCN(c3ccc(F)cc3)CC2)cs1	-10	-3	0
COc1ccc(Cl)cc1N1CCN(C(=O)c2ccc([N+](=O)[O-])cc2)C(C)C1=O (configuration not stated)	-7	-4	-1
O=C(O)Cc1cccc(NC(=O)CCCc2nc(C3CC3)no2)c1	x	-6	0
COCc1ncc(C2CC(=O)NCc3nc(N4CCOCC4)sc32)cn1 (configuration not stated)	x	-7	16
CSc1ccc(-c2nccn2CC2CCN(C(=O)C(C)C)CC2)cc1	x	-3	6
CCS(=O)(=O)CC(C)NC(=O)N1CCC(C(C)C)CC1 (configuration not stated)	x	-1	3
Cc1ccc(NC(=O)c2sc(=O)[nH]c2C)cc1	x	-11	10
CCN(CC)C(=O)Oc1ccc2c(ccn2Cc2cccc(C(=O)c3ccccc3)c2)c1-c1ccc(C#N)cc1	-5	0	8
Cc1ccccc1-n1ncc(C(C)NC(=O)C2CC2)c1C (configuration not stated)	x	-9	12
C=CCc1cc(C)c(OCCCN2CCN(C)CC2)c(C)c1	x	-3	-11
Cc1cc(NC(=O)c2c(-c3ccccc3Cl)noc2C)ccc1NC(=O)c1ccccc1	-4	-2	-12
CCOC(=O)C1CCN(C(=O)c2nn(-c3ccc(C)c(Cl)c3)c(=O)n(Cc3cccc(C)c3)c2=O)CC1	-7	-6	20
O=C(c1cccc(F)c1)N(Cc1nccn1Cc1ccccc1Cl)C1CC1	-2	-2	16
COC(=O)C1=C(C)N(C)C(C)=C(C(=O)OC)C1c1ccccc1OCc1ccccc1	-8	-2	2
O=C(c1nc2sccn2c1CNCC1CCOCC1)N1CCCC1	x	-3	15
CC(C)(C)OC(=O)Nc1ccncc1C(=O)c1ccccc1	x	-8	-7
Cc1cc(C(=O)NC(CC(C)C)c2ncnn2C)nc(C)n1 (configuration not stated)	x	-4	28
Cc1cc(=O)n(C)c(=O)n1CCCSC(=N)N	x	-3	-3
Cc1c(C(=O)N(C)Cc2ccc(F)cc2)sc(=O)n1Cc1ccncc1	x	-5	5
O=C(C1Cc2cc([N+](=O)[O-])ccc2N2CCN(CCOc3ccccc3)CC12)N1CCOCC1 (configuration not stated)	-5	-9	x
O=C(NCC12CC3CC(CC(C3)C1)C2)N1CCC(N2CCNC2=O)CC1	x	-8	10
O=C1NC(=Nc2ccccc2)S/C1=C/c1cccc(O)c1	-3	-1	27
COCCN(CC(=O)N(Cc1ccc(F)cc1)Cc1ccc(C)s1)C(=O)c1ccco1	-5	-10	13
O=S(=O)(c1ccsc1)N1CCOC(Cc2ccccc2Cl)C1 (configuration not stated)	x	-7	5
Cc1cc(C)cc(OCCN(C)C(=O)c2nc3cccc(C)n3c2F)c1	-13	-10	-7
O=C1C(O)CC2c3ccccc3CC3(CCCC3)N12 (configuration not stated)	x	-8	-2
CC(=O)Cn1c(=O)c2c(nc3n(-c4ccc(Br)cc4)c(C)c(C)n23)n(C)c1=O	x	-5	1
CC(=O)N1CCN(C(=O)COc2ccccc2C(=O)Nc2ccccc2)CC1	x	-6	5
Cc1ccc(NC(=O)c2ccccc2NS(=O)(=O)c2ccc(F)cc2)nc1	-8	-7	7
Cc1ccc(-n2ncc3c2ncn2nc(-c4ccccc4O)nc32)c(C)c1	-1	0	-3
CCOC(=O)C1CCCN(NC(=O)c2cccc3c2OCC3)C1 (configuration not stated)	x	-15	9
O=CN1CCc2c([nH]c3ccccc23)C1c1cccc2cccnc12 (configuration not stated)	-4	-2	3
Cc1ccc(N(C)S(=O)(=O)c2ccsc2-c2nc(-c3cccnc3)no2)cc1	-9	-4	x
CC1=CC[C@@H]2CN(C(=O)c3cnc(C(C)C)nc3C)C[C@@H]2C1	-10	-5	5
O=C(NC1CC1)c1coc(CN(Cc2ccc(F)cc2)Cc2cccc(Oc3ccccc3)c2)n1	-5	-1	16
O=C(c1cccs1)N1CCC(c2nc3cc(Cl)ccc3s2)CC1	x	-2	3
Nc1c(C(=O)CCC(=O)O)oc2ccc(Br)cc12	x	-3	-4
Cc1cc(NC(=O)C2(C)CCN2C(=O)c2ccc(C(C)(C)C)cc2)sn1 (configuration not stated)	-4	-8	5
Cc1nc(-c2c(C(=O)NNS(=O)(=O)C[C@@]34CC[C@@H](CC3=O)C4(C)C)noc2C)cs1	-4	-3	-13
CC(C)Cc1ccc(-c2cc(C(=O)Nc3nccs3)c3ccccc3n2)cc1	-9	-6	2
O=C(/C=C/C(=O)N(c1ccccc1)c1ccccc1)OCC(=O)c1ccccc1	x	2	1
COc1cccc(Cc2nc3c(c(N4CCOCC4)n2)CN(C(=O)C(C)(C)CCl)CC3)c1	-3	-4	6

In a second layout: entries from further up
Structure | mcGAS inh | hcGAS lum | NPYLR7 agonist
O=C(c1cccs1)N1CCC(c2nc3cc(Cl)ccc3s2)CC1 | x | -2 | 3
Nc1c(C(=O)CCC(=O)O)oc2ccc(Br)cc12 | x | -3 | -4
Cc1cc(NC(=O)C2(C)CCN2C(=O)c2ccc(C(C)(C)C)cc2)sn1 (configuration not stated) | -4 | -8 | 5
Cc1nc(-c2c(C(=O)NNS(=O)(=O)C[C@@]34CC[C@@H](CC3=O)C4(C)C)noc2C)cs1 | -4 | -3 | -13
CC(C)Cc1ccc(-c2cc(C(=O)Nc3nccs3)c3ccccc3n2)cc1 | -9 | -6 | 2

Remaining list, next part:
SMILES	mcGAS inh	hcGAS lum	NPYLR7 agonist
N#C/C(=C/c1cccn1-c1ccc(C(=O)O)cc1)c1cccc(F)c1	x	-5	0
CO[C@H]1CN(C(=O)c2csc(CN(C)C)n2)CC[C@H]1N	-12	-5	1
COCCn1ccc2c(cnc3nc(-c4ccccc4)nn32)c1=O	x	2	0
CC#CCN1CCC=C(CCNC(=O)C2CCCCC2)C1	-14	-6	0
Cn1c(C(C#N)=C(O)/C=C/c2ccccc2Cl)nc2ccccc21	-4	-5	-3
CCCNc1nc(SC)nc2c1cnn2CCNC(=O)c1ccc(-c2ccccc2)cc1	-2	1	x
CCOC(=O)c1ccc(NC(=O)N2CCN(CC(OCc3ccc(C(=O)OC)cc3)c3ccc(Cl)cc3)CC2)cc1 (configuration not stated)	-7	-5	-3
COc1cccc(CN2CCCn3cccc3C2c2ccc(F)cc2)c1O (configuration not stated)	-5	-5	2
Cc1ccc(C)c(COc2cccn3c(CCNC(=O)COCc4ccccc4)cnc23)c1	-3	-7	-8
Cc1ccc(NC(=O)CC(=O)NCCC2COc3ccccc3O2)cc1 (configuration not stated)	-1	0	-2
O=C(CC1CC2CCC1C2)NCCN1C(=O)S/C(=C/c2cccnc2)C1=O (configuration not stated)	2	3	-11
CCOC(=O)c1cnc2nc(-c3cccnc3)nn2c1-c1ccccc1	-7	-7	-1
